All columns: NCI-60 one-dose screen, growth in % after 48 h at 10 µM unless noted; 100 = growth as untreated, 0 = no growth, -100 = all killed.
A549/ATCC = A549/ATCC NSCLC; hit rate 3.7% among 81,000
SK-MEL-5 = SK-MEL-5 melanoma | hit rate 6.4% among 80,000
MDA-MB-435 = MDA-MB-435 melanoma; AID 1794794; hit rate 7.8% among 82,000
M14 = M14 melanoma; hit rate 6.2% among 80,000
SK-MEL-28 = SK-MEL-28 melanoma. hit rate 4.1% among 81,000
UACC-62 = UACC-62 melanoma; hit rate 5.4% among 81,000; AID 1794756
UACC-257 = UACC-257 melanoma | hit rate 4.4% among 78,000
SK-MEL-2 = SK-MEL-2 melanoma | hit rate 4.7% among 77,000 | AID 1794763
The depositor's hits bear a star; · = no result given. Rule for the calls: active = growth percent below 10; inactive = the rest.

SMILES	A549/ATCC	SK-MEL-5	MDA-MB-435	M14	SK-MEL-28	UACC-62	UACC-257	SK-MEL-2
C=CCn1c(SCC(=O)Nc2ccc(C(=O)/C=C/c3ccccc3)cc2)nnc1-c1ccc(Cl)cc1	77.0	96.7	63.0	74.2	95.7	71.9	105.3	85.5
CCCn1cnc2c(=S)nc(N)[nH]c21	121.1	110.0	128.4	101.8	118.6	121.6	121.1	114.6
CN1CCN(Cc2ccc(NC(=O)c3cc(C#Cc4cnc(N)c5ncccc45)n(C)n3)cc2C(F)(F)F)CC1	47.5	93.6	102.3	112.6	100.0	100.1	102.0	100.8
COc1ccc(Cc2noc(-c3cc(OC)c(OC)c(OC)c3)n2)cc1	94.3	92.0	95.8	109.8	99.2	91.0	98.4	·
OCCn1cc(-c2nc3ccc4[nH]ncc4c3c3c2CCCC3)cn1	26.6	22.3	12.4	22.6	59.3	27.9	58.0	43.3
COc1ccc(/C=N/C2=NNC(C)(c3ccccc3O)N2C(C)C(=O)O)cc1 (stereo not given)	92.6	96.9	107.8	96.6	102.1	89.7	96.4	87.3
O=S(=O)(NCCCNc1nccc(-c2c(-c3cccc(F)c3)nc3sccn23)n1)c1ccc(F)cc1	74.1	47.3	50.4	59.4	96.9	35.4	111.5	76.6
NC(=O)c1c(NC(=O)c2cccs2)sc2c1CCC(=O)C2	84.8	71.5	43.7	26.1	50.7	4.7*	63.7	81.6
CCCCCCCCCCCCCCCCNC(=O)Nc1ccc2ccccc2c1	107.4	99.4	102.6	94.9	108.1	92.7	95.5	117.8
COc1cccc(NC(=O)NCCNc2nccc(-c3c(-c4ccc(F)cc4)nc4sccn34)n2)c1	54.4	61.6	76.9	92.6	92.2	68.2	119.4	·
COc1cc2c(c(OC)c1OC)C(=O)CC(c1cccc([N+](=O)[O-])c1)O2 (stereo not given)	90.3	95.8	89.0	105.0	98.3	86.0	93.8	73.9
CCOC(=O)C=C(C)C	84.8	101.9	96.4	106.5	103.7	97.8	66.9	115.1

Reformatted as comma-separated lines: ten of the compounds above
Structure,A549/ATCC,SK-MEL-5,MDA-MB-435,M14,SK-MEL-28,UACC-62,UACC-257,SK-MEL-2
C=CCn1c(SCC(=O)Nc2ccc(C(=O)/C=C/c3ccccc3)cc2)nnc1-c1ccc(Cl)cc1,77.0,96.7,63.0,74.2,95.7,71.9,105.3,85.5
CCCn1cnc2c(=S)nc(N)[nH]c21,121.1,110.0,128.4,101.8,118.6,121.6,121.1,114.6
CN1CCN(Cc2ccc(NC(=O)c3cc(C#Cc4cnc(N)c5ncccc45)n(C)n3)cc2C(F)(F)F)CC1,47.5,93.6,102.3,112.6,100.0,100.1,102.0,100.8
COc1ccc(Cc2noc(-c3cc(OC)c(OC)c(OC)c3)n2)cc1,94.3,92.0,95.8,109.8,99.2,91.0,98.4,·
OCCn1cc(-c2nc3ccc4[nH]ncc4c3c3c2CCCC3)cn1,26.6,22.3,12.4,22.6,59.3,27.9,58.0,43.3
COc1ccc(/C=N/C2=NNC(C)(c3ccccc3O)N2C(C)C(=O)O)cc1 (stereo not given),92.6,96.9,107.8,96.6,102.1,89.7,96.4,87.3
O=S(=O)(NCCCNc1nccc(-c2c(-c3cccc(F)c3)nc3sccn23)n1)c1ccc(F)cc1,74.1,47.3,50.4,59.4,96.9,35.4,111.5,76.6
NC(=O)c1c(NC(=O)c2cccs2)sc2c1CCC(=O)C2,84.8,71.5,43.7,26.1,50.7,4.7*,63.7,81.6
CCCCCCCCCCCCCCCCNC(=O)Nc1ccc2ccccc2c1,107.4,99.4,102.6,94.9,108.1,92.7,95.5,117.8
COc1cccc(NC(=O)NCCNc2nccc(-c3c(-c4ccc(F)cc4)nc4sccn34)n2)c1,54.4,61.6,76.9,92.6,92.2,68.2,119.4,·

(listing goes on)
SMILES	A549/ATCC	SK-MEL-5	MDA-MB-435	M14	SK-MEL-28	UACC-62	UACC-257	SK-MEL-2
COc1ccccc1OCC(O)CN1CCN(c2ccc(C)cc2)CC1 (stereo not given)	105.8	126.9	113.1	103.8	99.2	92.3	114.6	106.5
c1csc([C@H](CC2CCCCC2)c2ccc3ccccc3c2)c1	98.2	105.5	105.9	99.0	105.0	105.2	·	105.1
Brc1ccc(/C=C(/C2=NCCN2)n2cnc3ccccc32)cc1	93.4	92.2	95.7	92.2	95.7	91.2	95.1	·
CS(=O)(=O)Nc1cc(-c2ccc3ncnc(Nc4ccc5c(cnn5Cc5cccc(F)c5)c4)c3c2)cnc1Cl	23.6	-68.3*	9.0*	1.5*	-12.6*	-8.9*	20.2	-42.0*
O=C(O)CCCCCCCCCCN1C(=O)/C(=C/c2cnc(-c3ccc(Cl)cc3)s2)SC1=S	-19.6*	27.4	49.0	16.5	40.0	0.5*	87.6	-38.6*
Nc1nc(-c2ccccc2)c2cc[nH]c(=O)c2n1	96.2	104.4	100.1	110.1	108.7	100.0	96.7	100.6
CC12OC1C(=O)c1ccccc1C2=O (stereo not given)	99.8	98.9	107.9	104.1	111.7	100.0	102.9	111.1
COc1ccc(NCc2cccn2Cc2ccccc2)cc1	103.6	105.2	106.0	·	104.4	96.0	109.3	108.7
CCOC(=O)c1ncc(-c2ccc(C(F)(F)F)cc2)c(NC2CCCCCC2)n1	103.4	93.1	102.9	94.3	101.7	94.1	98.9	·
Cc1ccc(C(=O)Nc2ccc(-c3nc(N4CCOCC4)c4c5c(sc4n3)CCCC5)cc2)cc1	95.8	95.3	96.1	92.4	103.8	54.0	109.4	115.2
CCOc1cc(Cl)c(C(C)NC(=O)c2ccccc2)cc1OCC (stereo not given)	98.1	90.2	112.4	96.2	119.3	88.3	101.1	97.3
Nc1cc(-c2ccc(Cl)cc2)nn1-c1nnc(/C=C/c2ccco2)c(=O)[nH]1	37.3	46.0	62.8	57.4	66.4	52.5	69.6	87.9
O=C(NCCN1CCOCC1)c1cncnc1Nc1ccc2c(ccn2Cc2ccccn2)c1	101.3	101.3	99.9	107.8	108.3	94.6	102.1	109.5
O=c1c2sc3ncccc3c2nnn1-c1ccccc1	101.7	101.9	101.4	107.8	108.8	105.0	101.6	101.1
N=C(N)c1ccc(-c2ccc(-c3ccc(-c4cccs4)s3)s2)cc1	14.0	91.4	102.9	100.1	101.6	93.3	99.3	108.3
COc1ccc2nc(-c3cc(-c4cc(OC)c(OC)c(OC)c4)n[nH]3)[nH]c2c1	6.3*	-92.9*	-25.4*	9.1*	-17.6*	-53.6*	-13.4*	-29.9*
CCOC(=O)C1C(=O)CC(=O)C(C(=O)OCC)C1c1ccc(O)cc1 (stereo not given)	99.5	108.8	104.3	103.8	104.1	103.6	104.6	116.6
CCNC(=S)Nc1ccc(S(=O)(=O)Nc2ccc(Cl)nn2)cc1	112.4	101.7	100.3	·	109.3	93.9	102.7	115.1
C=C(C)[C@@H]1CC[C@]2(C#N)CC[C@]3(C)[C@H](CC[C@@H]4[C@@](C)(CC/C(N)=N/O)[C@H](C(=C)C)CC[C@]43C)[C@@H]12	70.3	87.8	99.3	87.5	100.9	79.5	94.1	95.7
COc1ccc(S(=O)(=O)n2cc(C3OC(c4cc(OC)c(OC)c(OC)c4)=NN3C(C)=O)c3cccnc32)cc1 (stereo not given)	105.1	84.1	57.0	79.6	104.2	80.7	110.7	106.9
COC(=O)C1=NN(c2ccccc2)C2C3N(c4ccccc4)N=C(C(=O)OC)N3c3ccccc3N12 (stereo not given)	102.0	107.8	87.9	110.2	97.4	92.1	85.6	96.3
O=c1ccc2nc(-c3ccccn3)nn(-c3ccccc3)c-2c1	101.4	36.0	90.7	90.3	70.7	72.7	60.3	106.1
CN(C)CCCn1c2c(c3cc(-c4cccc(S(N)(=O)=O)c4)ccc3c1=O)C(=O)c1ccccc1-2	64.7	85.3	80.3	62.7	112.7	77.3	97.4	124.0
CC(C)Cc1ccccn1	99.7	99.4	108.9	99.3	107.1	96.9	100.5	99.0
O=C(Cc1ccccc1)N/N=C\c1ccccc1	102.7	102.6	108.9	122.0	106.7	102.0	99.6	98.0
CC1=C(NCCN2CCCC2)C(=O)c2c(OCc3ccccc3)cccc2C1=O	90.4	84.1	92.4	90.2	94.3	96.4	91.6	·
CCOC(=O)c1csc(NC(=O)c2ccc(Nc3ccc(Cl)c(Cl)c3)c([N+](=O)[O-])c2)n1	103.0	89.7	97.4	97.6	98.9	81.9	104.0	100.0
CC(=O)c1cc2c(N)c(C(=O)Nc3cccc4ccccc34)sc2nc1C	22.0	·	-34.0*	3.9*	67.2	23.5	59.8	36.5
CCOC(=O)C1C(C(=O)OCC)C(C)(C)C1N(C)C (stereo not given)	95.0	82.9	89.8	89.1	97.5	99.0	95.2	89.0
O=C(/C=C/c1c(Cl)nc2sccn12)c1ccc(F)c(F)c1	80.3	66.4	82.6	87.2	96.0	68.7	73.9	74.7
Cc1cc(N/C=c2\sc3ncnn3c2=O)no1	106.9	99.2	97.6	92.8	103.5	94.0	105.4	100.6
CSc1nc2nc3c(nc2c(=O)n1C)C(=O)CCC3	99.0	101.9	92.9	110.3	93.1	104.0	·	112.3
N=c1ccc2nc3ccc(N)cc3sc-2c1	7.0*	-80.3*	-56.6*	13.8	57.1	16.4	2.2*	50.9
CS(=O)(=O)c1ccc(Nc2nc(N[C@H]3CCCC[C@H]3N)nc3cc[nH]c(=O)c23)cc1	33.6	-40.1*	-4.1*	43.5	3.2*	-33.9*	-5.0*	-40.0*
Cn1cc(/C=N/Nc2cccc(Cl)n2)c2ccccc21	76.0	71.7	10.7	55.4	104.3	67.7	88.8	87.5
C[C@H]1[C@@H]2[C@H]3CC[C@@H]4[C@@]5(C)CC[C@H](O)C(C)(C)[C@@H]5CC[C@@]4(C)[C@]3(C)CC[C@]23COC1(C)[C@@H](C(=O)/C=C\c1ccc(C(F)(F)F)cc1)C3	96.4	96.1	97.1	94.3	101.7	94.6	98.1	100.4
CCOc1ccc(/C=N/N=C(N)N)cc1OCC	95.7	98.5	99.0	99.3	92.4	93.1	89.7	112.5
Oc1ccc2ccccc2c1Cl	110.9	112.1	103.6	106.1	124.8	88.6	114.5	109.4
NC(=O)CSc1nc(N)nc2nc[nH]c12	102.0	102.7	91.0	91.1	113.3	95.9	·	100.2
COC1=C(C)C(=O)c2c(c(CCO)c3n2CCC3)C1=O	98.2	100.5	110.6	111.0	129.5	111.9	89.4	99.1
CCc1nnc(NC(=O)c2ccoc2COc2ccc(C)cc2)s1	101.0	96.9	81.7	94.4	95.9	84.1	92.4	110.1
O=C(O)c1cccc2ccccc12	102.2	110.0	111.4	99.8	109.6	110.9	98.4	105.2
Cc1ccc(CSc2oc(-c3ccccc3)nc2S(=O)(=O)c2ccccc2)cc1	73.2	83.4	104.1	100.8	109.4	67.9	91.9	89.3
COc1ccc(-c2cc(-c3ccc(OC)cc3)n(-c3ccc(-c4nnc(NCc5ccccc5)s4)cc3)n2)cc1	85.1	94.9	104.3	99.6	101.6	95.9	92.4	95.6
C(=C/c1ccccc1)/C=C/c1ccccc1	87.2	103.5	97.7	104.1	101.5	108.7	111.2	94.9
COc1ccc(/C=C2/SC(=O)N(CC(=O)N3CCN(c4cc5c(cc4F)c(=O)c(C(=O)O)cn5C4CC4)CC3)C2=O)cc1OC	101.6	104.0	105.3	103.6	106.5	97.5	90.5	88.6
O=C1OCC23OC=CC2C2(O)CCCc4cccc(c42)N13 (stereo not given)	101.7	111.8	103.0	90.7	103.5	98.5	100.7	104.1
COc1ccc(NC(=O)c2ccc(NC3=C(c4ccc(OC)cc4)C(=O)N(C)C3=O)cc2)cc1	77.2	99.7	103.5	109.6	109.8	99.3	85.7	87.0

An excerpt from above in order of molecular weight, ascending:
SMILES	A549/ATCC	SK-MEL-5	MDA-MB-435	M14	SK-MEL-28	UACC-62	UACC-257	SK-MEL-2
O=C(O)c1cccc2ccccc12	102.2	110.0	111.4	99.8	109.6	110.9	98.4	105.2
Oc1ccc2ccccc2c1Cl	110.9	112.1	103.6	106.1	124.8	88.6	114.5	109.4
CCc1nnc(NC(=O)c2ccoc2COc2ccc(C)cc2)s1	101.0	96.9	81.7	94.4	95.9	84.1	92.4	110.1

(next part)
SMILES	A549/ATCC	SK-MEL-5	MDA-MB-435	M14	SK-MEL-28	UACC-62	UACC-257	SK-MEL-2
C#Cc1cc2c(N)c(C(=O)c3cc(OC)c(OC)c(OC)c3)[nH]c2cc1OC	45.4	19.9	-15.8*	19.9	40.3	34.7	70.5	15.6
Cc1ccc(S(=O)(=O)/C(C#N)=C/n2c(=S)[nH]c3ccc([N+](=O)[O-])cc32)cc1	90.6	100.8	105.7	98.7	110.8	103.5	92.6	104.2
CC1=CC2C3C(CC(=O)C24C(=O)NC(CC(C)C)C4C1C)C1OC3(C)CCC1O (stereo not given)	95.7	99.1	98.4	91.1	91.7	96.4	80.9	94.2
CC(C)C(NC(=O)c1ccccc1)C(=O)Nc1nc(-c2cccnc2)cs1 (stereo not given)	83.2	89.4	116.0	93.5	79.5	88.9	103.5	123.8
O=c1[nH]c2c(cc1S(=O)(=O)c1ccccc1)CCc1c-2cnn1Cc1ccccc1	87.6	105.4	100.8	106.2	107.2	92.1	110.9	106.4
Cc1ccn2cc(Cc3cc(=O)oc4c3ccc3ccccc34)c(=O)nc2c1	89.9	100.5	103.8	96.8	100.5	96.6	86.3	80.6
CC1C(=O)NN=C(c2ccc(N)cc2)c2cc3c(cc21)OCO3 (stereo not given)	97.7	108.1	103.6	99.2	111.8	112.8	104.4	113.8
CC(C)N1CCC(CC(O)(c2ccccc2)c2ccccc2)C1 (stereo not given)	125.8	101.4	97.1	101.8	120.7	106.5	131.7	94.8
O=C(Nc1ccccc1)c1ccc2c(c1)nc(-c1ccccc1)n2C1CCCCC1	95.1	94.6	103.0	98.9	99.6	92.3	100.0	102.5
CSc1nc2[nH]c(=O)cc(O)n2n1	101.4	101.7	100.0	112.0	112.4	94.1	100.4	101.6
COc1ccc(C(=O)CSc2nc(-c3cccnc3)cc(-c3ccc(OC)c(OC)c3)c2C#N)cc1	96.9	84.5	98.5	104.8	108.4	104.9	110.5	90.0
COc1cc(OC)c(S(=O)(=O)NNC(=O)c2ccncc2)cc1C(C)=O	97.6	96.1	99.3	106.9	104.8	96.1	97.0	·

Bioassay records as filed in PubChem.
